Screens from PubChem BioAssay.
GLP1R cytotox: qHTS of GLP-1 Receptor Inverse Agonists: Cytotox Screen. Potency, µM (top dose mostly 38.3 µM), for the others: top-dose activity change, negative = inhibition, most hits filed as inhibitors. actives 0.13% (n = 410,000). HEK293 cAMP-luciferase reporter cells, luminescence, 24 h;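 also: loss of luciferase light is scored as toxicity; potency is read from the fitted curve at half-maximal effect; % is scaled to controls: 0 for no effect and ±100 for the full control effect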
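Cells in DMEM/10% Nu serum/1% pen-strep, 1536-well format. Pre-incubated 12 h, dosed with 23 nL compound, incubated a further 24 h. Luciferase detection, 12 min at room temp, luminescence.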
KB-V1 MDR tox: qHTS assay for MDR1-selective chemotherapeutics: Primary screen using the drug-selected MDR subline cells KB-V1; KB-V1 MDR cells viability, CellTiter-Glo, 72 h; Potency, µM (doses to about 46.1 µM), for inactives: top-dose activity change, negative = cytotoxicity, most hits filed as cytotoxic; actives 3.4% (n = 400,000); also: potency is read from the fitted curve at half-maximal effect; % is scaled to controls: 0 for no effect and ±100 for the full control effect; nearly all actives have a fitted effect of over 60% in size
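Cytotoxicity via CellTiter-Glo luminescence after 72 h compound exposure at 37 degrees C. Cells: drug-selected KB-V1 line, DMEM phenol-red free plus 10% FBS. Compounds tested at multiple concentrations; normalized data fitted to concentration-effect curves.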
IL1B secr inh: qHTS for Inhibitors of Inflammasome Signaling: IL-1-beta AlphaLISA Primary Screen; actives 4.7% (n = 360,000); AID 743279, 2014; activity change, % at 57.5 µM; THP-1 LPS/ATP IL-1B secretion, AlphaLISA, 16 h; active compounds read low; in the data active = activity change below about -50%; inconclusive = mostly about -30% to -49%; also: % is scaled to controls: 0 for no effect and ±100 for the full control effect
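THP-1 cells pretreated 1 hr with compounds (up to 57.5 uM final), then stimulated with LPS (250 ng/mL final) plus ATP (1.25 mM final); secreted IL-1B measured by AlphaLISA after 16 hr, decreased signal indicating inhibition.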
HT1080NT lethal: qHTS for induction of synthetic lethality in tumor cells producing 2HG: qHTS for the HT-1080-NT fibrosarcoma cell line | Potency, µM (top dose mostly 46.1 µM), without a hit: top-dose activity, negative = less viability, most hits filed as cytotoxic | actives 1.6% (n = 360,000) | HT-1080-NT fibrosarcoma viability, CellTiter-Glo ATP luminescence, 48 h;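 also: NT is the 2HG producing partner of a matched IDH1 knockdown line; potency is read from the fitted curve at half-maximal effect; 0% = DMSO-treated cells and -100% = media-only wells without cells; nearly all actives have a fitted effect of over 55% in size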
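Toxicity toward the 2HG-producing NT line was scored as %Activity, normalised to DMSO and no-cell wells, from CellTiter-Glo luminescence after 48 hours' treatment.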
D3 ag: qHTS of D3 Dopamine Receptor Agonist: qHTS; max activation, %; AID 652048, 2013; D3R DiscoveRx beta-arrestin cells, luminescence, 90 min; actives 0.58% (n = 410,000); D(3) dopamine receptor (Homo sapiens), P35462; in the data active = max activation above about 30%; also: 0% is about no effect; mostly tested at two doses, the higher about 12 µM
Target sequence (P35462 whole entry, looked up): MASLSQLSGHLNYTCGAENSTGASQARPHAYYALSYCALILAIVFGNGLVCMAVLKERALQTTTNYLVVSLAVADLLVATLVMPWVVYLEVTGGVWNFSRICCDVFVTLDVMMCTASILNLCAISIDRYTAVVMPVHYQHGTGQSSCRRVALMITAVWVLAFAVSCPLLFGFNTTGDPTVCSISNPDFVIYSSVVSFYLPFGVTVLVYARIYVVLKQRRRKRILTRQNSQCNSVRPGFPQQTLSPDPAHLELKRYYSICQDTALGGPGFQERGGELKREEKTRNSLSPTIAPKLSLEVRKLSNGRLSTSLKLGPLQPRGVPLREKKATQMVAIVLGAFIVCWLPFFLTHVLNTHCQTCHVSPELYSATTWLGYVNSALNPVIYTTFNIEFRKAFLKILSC
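Agonist-mode cell screen: cells plated at 1500/well and incubated overnight at 37 °C, then exposed to library compounds for 90 min at 37 °C. Detection reagent was added for 30–60 min at room temperature, and luminescence was read.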
HT1080 IDH1KD tx: qHTS for induction of synthetic lethality in tumor cells producing 2HG: qHTS for the HT-1080-IDH1KD cell line; HT-1080 IDH1 knockdown viability, ATP luminescence, 48 h; Potency, µM (highest dose often 46.1 µM), for the others: top-dose activity, negative = toxicity, usual class: cytotoxic; actives 2% (n = 360,000); AID 686971, 2013;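 also: potency is read from the fitted curve at half-maximal effect; 0% = DMSO wells and -100% = cell-free medium wells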
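In this qHTS, HT-1080 cells depleted of IDH1 are exposed for 48 h at 37 °C to compound titrations. Toxicity is scored from CellTiter-Glo luminescence, with DMSO as full viability and medium alone as none.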
SW480 rerep: A quantitative high throughput screen for small molecules that induce DNA re-replication in SW480 colon adenocarcinoma cells; SW480 DNA re-replication, Hoechst DNA content imaging, 48 h; Potency, µM (titrated, usually from 46.1 µM), inactives show at the highest dose re-replication activation, actives largely listed as activators; AID 624297, 2012; actives 1.8% (n = 340,000); also: potency is read from the fitted curve at half-maximal effect; % of control where 0% means no effect; nearly all actives have a fitted effect of over 55% in size
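Readout is total intensity of Hoechst-stained nuclei, excited at 405 nm and collected at 500-530 nm. Compound treatment lasted 48 hr at 37 C in 5% CO2 before staining.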
MCF10A rereplic: A quantitative high throughput screen for small molecules that induce DNA re-replication in MCF 10a normal breast cells; MCF 10A DNA re-replication, Hoechst nuclear intensity, 48 h; Potency, µM (top dose mostly 46.1 µM), inactives show at the top dose activity, positive = re-replication, most hits filed as activators; actives 2.9% (n = 350,000); also: potency is read from the fitted curve at half-maximal effect; % of control where 0% means no effect; nearly all actives have a fitted effect of over 50% in size
KB-3-1 cytotox: qHTS assay for MDR1-selective chemotherapeutics: Primary screen using the parental adenocarcinoma cell KB-3-1; actives 1.4% (n = 400,000); Potency, µM (series often up to 46.1 µM), inactives show at the top dose activity change, negative = cytotoxic, hits mostly cytotoxic; AID 1347075, 2019; KB-3-1 viability, CellTiter-Glo ATP luminescence, 72 h; also: potency is read from the fitted curve at half-maximal effect; % is scaled to controls: 0 for no effect and ±100 for the full control effect; nearly all actives have a fitted effect of over 60% in size
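KB-3-1 parental drug-naive adenocarcinoma cells in DMEM/10% FBS, incubated 72 h at 37 C with pin-transferred compounds across a concentration series. Viability by CellTiter-Glo luminescence; concentration-response curves fitted after normalization.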
* marks the source's active call; other numbers are inactive results; ? = inconclusive; nt = not tested or not shown; & = joins results of further samples; ! = not active in a repeat; [ ] = another dose, or the depositor's remark. Unless noted, calls follow the shape of the dose curve; as a rule, active = well fitted curve in the direction sought with a large enough effect; inconclusive = small, poorly fitted or top-dose-only effect, or another doubt; inactive = no such curve, though single readings can be large; an effect the other way counts as inactive or inconclusive. A portion of the library, so the mix of outcomes need not match the whole.

SMILES	GLP1R cytotox	KB-V1 MDR tox	IL1B secr inh	HT1080NT lethal	D3 ag	HT1080 IDH1KD tx	SW480 rerep	MCF10A rereplic	KB-3-1 cytotox
COc1cc(NC(=O)c2csc(N)n2)cc(C(=O)Nc2cccc(C(F)(F)F)c2)c1	?	7.31µM*!	56.7&54.7	16.4µM*	-6.6&-4.8	20.6µM*	?	?	5.8µM*
COC(=O)C(O)(c1ccc(NC(=O)c2cccs2)c(C)c1)C(F)(F)F (centres undefined)	16.4%	19.1%	17.7	19.2%	-13.8	12.9%	-2.3%	-4.2%	9.6%
C[C@@H]1C2C[C@@]34COC(=O)C3=CC=C[C@H]4[C@@]13C[C@H](c1ccoc1)O[C@@H]3O2	-28.6%	4.6%	8.4	2.4%	0.3	1.4%	-5.4%	27.2%	-1.1%
CCCSc1nc(O)c(CC)c(=O)n1C(C)CC (centres undefined)	11.6%	9.3%	9.1	-8.9%	3.2	3.4%	-2.3%	-2.3%	-16.5%
CCN(CC)C(=O)c1cccc(-c2csc(C(C)(O)c3ccccc3)n2)c1 (centres undefined)	0.8%	?	3.9	?	13.6	-1.9%	nt	nt	-2.3%
COc1ccc(Cl)cc1NC1=NCC(C)S1 (centres undefined)	4.7%	-28.6%	-9.7	-5.8%	-6.4	0.4%	-7.4%	2.3%	-0.3%
COc1ccc2c(c1)C13CCN(C)C(C2)C1CCC1(C3)OCCO1 (centres undefined)	12.2%	-16.7%	5.6	14.7%	1.4	14.7%	-1.9%	1.0%	11.5%
CC1CCCCN1CC(=O)c1ccc2cc[nH]c2c1 (centres undefined)	-1.0%	-2.9%	27.2	5.6%	3.4	2.9%	-19.5%	13.0%	0.0%
CCOC(=O)c1[nH]c2ccc(OC)cc2c1C(SCC(=O)O)c1ccc(C(F)(F)F)cc1 (centres undefined)	11.8%	6.5%	-8.4	?	-1.2	?	-2.5%	15.5%	0.4%
CN(C)CC1CSCCC1(O)c1ccc(Cl)cc1 (centres undefined)	-2.1%	-4.6%	12.1	-0.8%	-4.8	-6.9%	-7.6%	-5.9%	11.7%
CCCCCN1C(=O)c2cc(OC)ccc2[C@@]2(C(=O)OCC)Cc3cc(OC)ccc3[C@@H]12	?	23.1µM*	-69.3*	14.6µM*	-4.6	13µM*	nt	nt	5.8µM*
CN(c1ccc(C(=O)NCCSCc2c(F)cccc2Cl)cc1)S(C)(=O)=O	?	-5.1%	?	5.6%	2.3	4.0%	-4.3%	?	-17.7%
c1ccc(N2Cc3ccccc3-n3nncc3C2)nc1	14.7%	3.4%	12.3	-3.6%	-8.0	-2.6%	nt	nt	-7.9%
Nc1c(C(=O)NCc2ccco2)c2nc3ccccc3nc2n1CCN1CCCCC1	222.4%[activator]	-13.3%	-63.3*	?	-3.6	?	-2.4%	-3.8%	-4.5%
c1ccc(P(c2ccccn2)c2ccccn2)cc1	?	9.4%	1.0	?	-5.1	-1.0%	-11.1%	0.3%	11.2%
O=C1CN=C(c2ccccc2F)c2cc(Cl)ccc2N1	-6.0%	14.4%	8.2	18.9%	0.1	-0.4%	5.1%&4.7%	?	0.0%
CCc1cccc(CC)c1NC(=S)N1CC2CC(C1)c1cccc(=O)n1C2 (centres undefined)	2.4%	-6.8%	17.3	26.3%	3.7	?	-2.6%	1.7%	13.9%
CC(=O)Nc1ccc(C(=O)C(Cc2ccccc2)N(C)C)cc1 (centres undefined)	19.5%	-8.9%	8.1	-1.4%	-17.7	2.1%	-6.2%	0.4%	4.2%
O=C1C2CCN(CC2)C1(CO)CO	3.3%	15.5%	-9.7	1.6%	8.5	9.3%	nt	nt	3.6%
CCc1nn(CC(=O)N2CCC3(CC2)OCCO3)c(=O)c2cccn12	1.6%	?	21.3	17.3%	-3.6	-1.5%	-4.7%	6.5%	-6.3%
CCNC(=O)C1OC(n2cnc3c(N)ncnc32)C(O)C1O (centres undefined)	-0.2%	28.8%	?	?	4.5	?	0.5%	-3.0%	14.3%
O=P(CN1CCN(c2ccccc2)CC1)(N1CCCCC1)N1CCCCC1	5.4%	-8.7%	-2.0	-15.8%	1.5	-11.2%	22.3%	-3.9%	-10.3%
Cc1ccc(S(=O)(=O)NP(=O)(Oc2ccccc2)Oc2ccccc2)cc1	?	-2.3%	0.0	-0.6%	-3.3	-1.3%	-2.2%	-2.2%	2.4%
O=C1NC(=O)N(c2ccc3c(c2)OCO3)C(=O)/C1=C/c1cccs1	1.8%	-15.2%	-103.8*	4.4%	-2.6	-13.1%	?	63.5%	?
COC(=O)C1=C(c2ccc(OC(F)(F)F)cc2)C[C@@H]2CC[C@H]1N2C(=O)NCCOc1ccc(OC)cc1	4.8%	-25.2%	-54.1*	-9.2%	-4.8	-19.4%	-62.0%[inhibitor][9.22 µM]	1.6%	?

Next part
SMILES	GLP1R cytotox	KB-V1 MDR tox	IL1B secr inh	HT1080NT lethal	D3 ag	HT1080 IDH1KD tx	SW480 rerep	MCF10A rereplic	KB-3-1 cytotox
N#Cc1cc(NC(=O)c2ccc(Cl)cc2)ccc1Sc1ccccc1	-0.1%	-9.0%	-60.9*	?	-15.7	20.6µM*	nt	nt	?
CCCCn1c(=O)c(C(=O)NCc2ccccc2OC)c(O)c2ccccc21	1.5%	?	0.0	23.3%	6.7	4.2%	9.8%	10.8%	23.1µM*
O=C(CN1CCCCC1)Nc1ccc(Br)cc1C(=O)c1ccccc1Cl	0.5%	-7.6%	-8.1	-9.2%	-3.0	-11.2%	-2.0%	9.5%	6.3%
CN1CC(C(=O)c2ccc(Cl)cc2)C(c2ccccc2F)C1 (centres undefined)	6.9%	?	?	-0.6%	-12.8	-11.5%	-3.9%	-0.6%	0.4%
O=C(Cn1c(=O)oc2ccccc21)NCCc1ccccc1	-1.8%	0.0%	-15.2	20.4%	2.3	19.7%	-4.4%	-24.8%	11.1%
Oc1ccc(Cl)c(Cl)c1	2.0%	8.8%	9.5	8.7%	7.7	-1.5%	-12.8%	-32.6%[inhibitor]	0.0%
Cc1cccc(-c2cc3nc(-c4ccccc4)cc(N4CCC5(CC4)OCCO5)n3n2)c1	113.3%[activator]	-1.9%	-26.7	-4.5%	2.5	-12.7%	?	12.0%	-1.0%
O=P(Nc1ccccc1)(Nc1ccccc1)Oc1ccc(Cl)cc1	-10.0%	?	22.5	-1.3%	3.3	?	-3.1%	?	1.6%
Cc1ccc(CC(=O)N2CCN(C)CC2)cc1	0.7%	9.1%	0.0	1.8%	6.9	-2.0%	1.9%	-2.3%	4.4%
CC(=O)Nc1cc(-c2cccc(C(=O)NCCN(C)C)c2)cn2c(-c3cccc(C(F)(F)F)c3)cnc12	?	?	0.0	18.4µM*	-3.4	20.6µM*	nt	nt	?
CC(C)[C@H](N)C(=O)OCCOCn1cnc2c(=O)[nH]c(N)nc21	-2.0%&4.4%	4.3%&10.8%	4.7&20.6	26.1%&2.9%	17.9&14.1&13.1	8.5%&3.2%	9.7%&-93.1%&-3.3%	?	0.0%&0.0%
CC1(C)CCCN1CCC(C(N)=O)(c1ccccc1)c1ccccc1	-1.1%	5.4%	-9.8	2.0%	3.1	-0.2%	-9.3%	-2.0%	-5.1%
Cc1onc(-c2c(Cl)cccc2Cl)c1C(=O)Nc1ccc2c(C(F)(F)F)cc(=O)oc2c1	8.1%	-27.4%	10.6	-1.4%	6.9	-3.9%	10.0%	14.6%	?
CN1C(=O)C(=Cc2cc([N+](=O)[O-])ccc2N2CCCCC2)C(=O)N(C)C1=O	-1.1%[7.66 µM]	9.1%	25.9	4.2%	-0.7	4.4%	3.0%	8.7%	6.2%
COc1ccc2[nH]c(C)c(CCNCc3cn(C)c4ccccc34)c2c1	?	?	-86.2*	?	-8.2	?	?	?	?
O=C(O)c1nn(Cc2ccc(Cl)cc2)c2ccccc12	-8.9%	8.3%	0.0	-3.8%	3.7	-13.7%	nt	nt	0.0%
CCC(=O)c1ccc(OCC(=O)N2CCN(CC(=O)Nc3ccccc3C(F)(F)F)CC2)cc1	-7.7%	-28.3%	10.3	-18.0%	3.0	-11.3%	-3.3%	12.3%	-5.1%
O=C(N/N=C/c1c(O)n(-c2ccccc2)c(=O)[nH]c1=O)c1ccncc1	11.0%	-1.4%	10.6	9.8%	-6.2	15.2%	-1.5%	15.8%	-6.5%
CC1=CC2OC3CC4OC(=O)C=CC=CC(=O)OCCC(C)C(O)C(=O)OCC2(CC1O)C4(C)C31CO1 (centres undefined)	-62.7%	0.517µM*	-97.7*	0.206µM*	-7.5	nt	?	15.9%	0.146µM*
CCOC(=O)C1=C(Cn2cnc3ccccc32)NC(=O)NC1c1cc(C)ccc1C (centres undefined)	11.2µM*	?	-2.1	?	34.1*	?	-1.9%	4.0%	4.4%
Cc1ccc(CN(Cc2ccccc2)C(=S)NCC(=O)N2CCC3(CC2)OCCO3)o1	-5.2%[0.307 µM]	?	3.7	2.9%	3.8	-1.0%	-2.1%	?	-6.3%

Limited to IL1B secr inh, D3 ag and MCF10A rereplic (2 entries from above):
smiles	IL1B secr inh	D3 ag	MCF10A rereplic
N#Cc1cc(NC(=O)c2ccc(Cl)cc2)ccc1Sc1ccccc1	-60.9*	-15.7	nt
CCCCn1c(=O)c(C(=O)NCc2ccccc2OC)c(O)c2ccccc21	0.0	6.7	10.8%
